# Assay outcomes from PubChem.
# Scp1 inh = Scp-1 (human) phosphatase inhibition. Q9GZU7. Recombinant Scp1, phosphopeptide, malachite green phosphate absorbance. inhibition, % at 20 µM. hit rate 0.88% among 340,000;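 active = inhibition above about 50% at 20 µM, limit read from the data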;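 note: plate controls were DMSO wells with enzyme for no effect and wells lacking enzyme for full effect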
# Target sequence (Q9GZU7 76-261 limits assumed): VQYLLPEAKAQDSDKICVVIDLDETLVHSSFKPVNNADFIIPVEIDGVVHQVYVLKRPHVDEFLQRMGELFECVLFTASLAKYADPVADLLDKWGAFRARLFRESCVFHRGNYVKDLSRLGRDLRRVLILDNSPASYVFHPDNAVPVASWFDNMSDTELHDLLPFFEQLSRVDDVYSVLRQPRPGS
#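 Assay system: SCP-1 catalytic fragment, aa 76-261 | Buffer or medium: Tris acetate buffer pH 5.5 with MgCl2 and Tween-20 | Compound: One concentration, 20 µM, with 1.0% DMSO | Also added: Phospho 17-mer peptide substrate | Signal: Absorbance at 630 nm | Incubation: 45 min enzyme reaction at room temperature | Measure: % inhibition of SCP-1 phosphate liberation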
# STEP block = STEP (human) phosphatase inhibition; hit rate 0.25% among 360,000; P54829; AID 588621; inhibition, % at 20 µM; recombinant STEP, OMFP fluorogenic substrate, fluorescence;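 active = inhibition at 20 µM, scaled per plate between control wells, above about 37%, limit read from the data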;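 note: 0% = DMSO with enzyme and substrate and 100% = substrate only without enzyme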
#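 System: STEP phosphatase, cell-free reaction; Buffer or medium: Bis-Tris pH 6.0 buffer with DTT, detergent; Incubation: 20 min at room temperature, dark; Measured by: fluorescence, 480/540 nm.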
# MsrA inh = bovine MsrA inhibition; purified bovine MsrA, absorbance read-out; inhibition, % at 15.5 µM; hit rate 0.75% among 360,000; in the data active = inhibition above about 4.5%;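 note: 0% = vehicle wells with enzyme and 100% = reference inhibitor wells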
# Tb MetRS inh = Trypanosoma brucei MetRS inhibition; purified T. brucei MetRS, ATP depletion, Kinase-Glo luminescence; AID 624268; inhibition, % at 11.9 µM; hit rate 0.4% among 360,000;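 active = inhibition above a per-plate cutoff of the control wells' mean inhibition plus 3 SD, cut at about 5.5% in these data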;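 note: 0% = DMSO wells median and 100% = median of wells with control inhibitor compound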
#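 technique = Kinase-Glo luminescence, ATP depletion format | system = purified MetRS (methionyl-tRNA synthetase) enzyme from Trypanosoma brucei | timing = 15 min preincubation, 2 h reaction, all 25 °C | evaluation = percent inhibition versus plate control medians | dosing = single dose, 11.9 µM final nominal, 0.9% final DMSO | also added = substrates ATP, L-methionine and bulk Escherichia coli tRNA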
# CendR NRP1 mod = NRP-1/CendR interaction modulation | O14786 | inhibition, % at 25 µM | hit rate 0.85% among 360,000 | FAM-RPARPAR peptide binding to NRP-1, fluorescence polarization | AID 602438;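 active = inhibition or corrected inhibition above about 18%, plus a signal ratio from 0.5 to 1.5, limit read from the data, passing the limit was not always enough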; note: strong numbers were not always called active
# MsrA act = activates bovine MsrA enzyme; purified bovine MsrA, absorbance read-out; hit rate 0.3% among 360,000; activation, % at 10.6 µM; in the data active = activation above about 7.5%;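 note: 0% = vehicle and 100% = reference activator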
# E coli Lon inh = E. coli protease La inhibition; purified E. coli Lon protease, fluorescence polarization; inhibition, % at 7.94 µM; hit rate 0.42% among 360,000; P0A9M0; in the data active = inhibition above about 13%, passing the limit was not always enough;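 note: 0% = enzyme with probe and DMSO and 100% = no enzyme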
# Target sequence (P0A9M0 whole entry, looked up): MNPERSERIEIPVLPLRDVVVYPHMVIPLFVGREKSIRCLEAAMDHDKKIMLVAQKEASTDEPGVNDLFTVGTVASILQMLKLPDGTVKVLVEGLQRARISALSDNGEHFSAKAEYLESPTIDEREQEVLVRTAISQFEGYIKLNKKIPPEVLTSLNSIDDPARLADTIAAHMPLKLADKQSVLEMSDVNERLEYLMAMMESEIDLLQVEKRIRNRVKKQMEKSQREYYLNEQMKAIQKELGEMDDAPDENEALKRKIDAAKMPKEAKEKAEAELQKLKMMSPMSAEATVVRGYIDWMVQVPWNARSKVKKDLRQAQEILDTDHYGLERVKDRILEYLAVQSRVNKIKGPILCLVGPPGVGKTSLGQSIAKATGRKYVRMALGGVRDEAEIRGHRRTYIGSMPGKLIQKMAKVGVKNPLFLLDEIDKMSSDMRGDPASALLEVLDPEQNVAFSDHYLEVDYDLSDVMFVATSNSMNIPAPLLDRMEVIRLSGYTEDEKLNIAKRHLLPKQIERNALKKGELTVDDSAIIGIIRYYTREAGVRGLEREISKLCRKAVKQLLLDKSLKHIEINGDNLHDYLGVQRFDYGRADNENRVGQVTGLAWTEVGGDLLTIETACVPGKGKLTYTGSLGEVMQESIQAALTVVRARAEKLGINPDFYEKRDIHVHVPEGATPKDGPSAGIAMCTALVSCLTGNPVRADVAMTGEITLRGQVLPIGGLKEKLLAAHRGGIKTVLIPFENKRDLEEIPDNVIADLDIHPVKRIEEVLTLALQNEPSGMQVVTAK
# DNMT1 inh = inhibitors of human DNMT1; P26358; DNMT1 molecular beacon, Hinp1I cleavage, fluorescence; inhibition (reported as % activation of signal), % at 10 µM; hit rate 0.83% among 360,000; in the data active = inhibition above about 50%
# SUMO1 PPI mod = modulators of human SUMO1-mediated protein-protein interactions; P63165; SUMO1 binding to a labelled peptide, TR-FRET, 1 h; inhibition, % at 20 µM; hit rate 0.33% among 360,000; in the data active = inhibition above about 37%
# Target sequence (P63165 whole entry, looked up): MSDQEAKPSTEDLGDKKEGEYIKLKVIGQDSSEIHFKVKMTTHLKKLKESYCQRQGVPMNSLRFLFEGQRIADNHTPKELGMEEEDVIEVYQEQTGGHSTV
# LMPTP block = blocks human LMPTP phosphatase | hit rate 0.22% among 360,000 | recombinant LMPTP-A, OMFP fluorogenic substrate, fluorescence intensity | AID 651560 | inhibition, % at 20 µM | P24666;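 active = compounds that cut the enzyme signal by at least half of the control window in the single-dose screen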;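 note: plate controls were DMSO wells with enzyme plus substrate for no effect and substrate without enzyme for full effect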
#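 Assay system: LMPTP-A enzyme. Input: 0.625 nM LMPTP-A final. Probe or stimulus: 400 µM OMFP. Compound dosing: single 20 µM dose. Schedule: 50 min dark incubation at room temperature. Detection: fluorescence intensity of OMFP turnover product. Read-out: percent inhibition versus substrate-only and uninhibited controls. Benchmarks: no-enzyme low control, uninhibited high control.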
# An asterisk follows results filed as active; nt = not tested or not shown.
SMILES,Scp1 inh,STEP block,MsrA inh,Tb MetRS inh,CendR NRP1 mod,MsrA act,E coli Lon inh,DNMT1 inh,SUMO1 PPI mod,LMPTP block
C[C@@H]1CN([C@H](C)CO)C(=O)c2cc(C#C[C@@H](C)O)cnc2O[C@H]1CN(C)C(=O)c1ccc(F)cc1,nt,-1,-0.1,0.4,-3,-3,-10,5,0,-2.7
COc1ccc(Nc2nc(C)cc(C)c2C#N)c(OC)c1,-11,2,0.5,0.2,5,-2,-5,-3,-6,-0.2
O=C(CN(Cc1ccccc1)C(=O)CCC(=O)Nc1nccs1)NCc1ccccc1,-8,1,0.0,0.2,-5,0,13,2,1,-0.6
CCN(Cc1nc2ccccc2c(=O)[nH]1)C(=O)COc1ccccc1-c1ccccc1,0,-1,-0.4,-0.4,-1,2,-16,2,4,1.3
CCCCn1c(N)c(N(CCC(C)C)C(=O)COC(=O)Cc2ccc(Cl)cc2)c(=O)[nH]c1=O,-7,-9,0.2,-0.1,-5,-2,6,6,2,-29
Cc1c(C(=O)N(Cc2ccccc2)Cc2cccs2)cnn1-c1ccc(Cl)cc1,-7,1,-1.5,-1.0,4,-3,3,7,2,1.9
COc1cc(C(=O)NNC(=O)C2CSC3(C)CCC(=O)N23)cc(OC)c1OC (stereo not drawn),-4,-2,0.6,-0.3,3,1,-5,1,2,-1.9
Cc1csc(C(C)N(C)C(=O)CCc2nnc(CCc3ccccc3)o2)n1 (stereo not drawn),0,1,-1.4,0.9,3,-4,-3,1,-2,-0.9
O=C1CN(C(=O)CN2CCCC2)C(c2ccccc2)c2cc(Br)ccc2N1 (stereo not drawn),0,-1,-0.9,0.2,-4,-1,-4,-3,-2,-0.7
CC(=O)Nc1cc(-c2ccccc2)cn2c(-c3cccc(C(C)=O)c3)cnc12,nt,2,0.1,0.2,-27,-4,0,-13,-13,0.7
COc1cccc(OC)c1C(=O)Nc1ccc(C(=O)c2ccncc2)cc1,-7,7,4.3,0.3,2,-1,-6,1,-18,-0.1
Cc1ccccc1C(=O)NCC(=O)NC1CC1,-6,0,-0.4,-0.1,-17,-2,10,1,-4,-1.7
O=C(c1cccs1)N1CCCC(c2nc3c(nnn3Cc3ccccc3)c(=O)[nH]2)C1 (stereo not drawn),-1,-4,-0.3,0.5,-2,-3,-10,1,-6,-1.5
CCC(=O)NC(=S)Nc1ccc(NC(=S)NC(=O)c2ccc(C)cc2)cc1,1,0,0.5,0.1,0,-2,-12,0,2,-2.2
COc1ccc(CN2C(=O)c3ccccc3C(/C=N\OCc3ccc(C)cc3)C2=O)cc1 (stereo not drawn),-18,8,-1.4,-0.6,-59,6,1,-32,6,0.9
Cc1ccc(N(Cc2cc3ccc(C)cc3[nH]c2=O)C(=O)c2ccco2)cc1,-7,-1,-0.6,-0.5,-9,-4,-6,-1,-7,0.4
COc1ccc(N2CCN(S(=O)(=O)c3ccc4c(c3)CC(C)N4C(=O)C3CC3)CC2)cc1 (stereo not drawn),-8,-2,0.9,0.1,6,1,-12,-1,3,0.0
O=C(NCC(=O)N1CC=C(c2ccccc2)CC1)c1ccco1,-2,3,2.0,-0.4,2,-4,-14,1,3,-1.3
Cc1cccc(NC(=O)[C@H](C)NC(=O)[C@@H]2Cc3ccccc3CN2C(=O)OC(C)(C)C)c1,-5,0,-0.2,0.6,10,-3,-2,1,4,0.1
Cn1cccc1CNC(=S)Nc1ccccc1F,14,2,0.4,0.1,-3,-2,-3,-1,2,-0.9

# Compound profiles, as listed above. Values in the order: Scp1 inh, STEP block, MsrA inh, Tb MetRS inh, CendR NRP1 mod, MsrA act, E coli Lon inh, DNMT1 inh, SUMO1 PPI mod, LMPTP block
# Listed for `CCC(=O)NC(=S)Nc1ccc(NC(=S)NC(=O)c2ccc(C)cc2)cc1` = 1, 0, 0.5, 0.1, 0, -2, -12, 0, 2, -2.2
# Listed for `COc1cccc(OC)c1C(=O)Nc1ccc(C(=O)c2ccncc2)cc1` = -7, 7, 4.3, 0.3, 2, -1, -6, 1, -18, -0.1
# Listed for `Cc1cccc(NC(=O)[C@H](C)NC(=O)[C@@H]2Cc3ccccc3CN2C(=O)OC(C)(C)C)c1` = -5, 0, -0.2, 0.6, 10, -3, -2, 1, 4, 0.1
# Listed for `CC(=O)Nc1cc(-c2ccccc2)cn2c(-c3cccc(C(C)=O)c3)cnc12` = nt, 2, 0.1, 0.2, -27, -4, 0, -13, -13, 0.7
# Listed for `COc1ccc(N2CCN(S(=O)(=O)c3ccc4c(c3)CC(C)N4C(=O)C3CC3)CC2)cc1` (stereo not drawn) = -8, -2, 0.9, 0.1, 6, 1, -12, -1, 3, 0.0

# (continued)
SMILES,Scp1 inh,STEP block,MsrA inh,Tb MetRS inh,CendR NRP1 mod,MsrA act,E coli Lon inh,DNMT1 inh,SUMO1 PPI mod,LMPTP block
CC(C)NC(=O)CSc1nc2ccccc2n1CC(=O)N(C(C)C)C(C)C,1,0,-0.4,-1.1,17,-8,-4,2,2,-0.5
COc1ccccc1N1CCN(c2ncnc3n[nH]c(Br)c23)CC1,nt,nt,0.1,-0.1,-17,-2,6,nt,-4,-77
COc1cc(/C=N/n2cnnc2)ccc1OC(=O)c1cccnc1,-3,-1,1.7,-0.8,-3,-6,-1,3,-9,-0.5
CCOC(=O)CNC(=O)CSc1nc2nc(C)c(Br)cc2[nH]1,-8,1,0.0,-0.1,3,-1,1,1,2,2.5
O=c1[nH]c2ccccc2c2nc3ccccn3c12,0,2,2.6,-0.9,-6,-1,7,8,-2,0.0
c1cc2c(cc1-c1[nH]ncc1CN1C[C@H]3CC[C@H]1C3)OCO2,-6,2,0.5,-0.3,8,12*,-4,0,1,-1.7
Cn1c(N)c(C(=O)COC(=O)/C=C/c2cccc(F)c2)c(=O)n(C)c1=O,-6,4,-0.4,0.2,6,-1,-12,1,-15,-0.7
COc1ccccc1CNc1ncnc2cc(Cl)ccc12,-6,-2,-0.8,2.6,20,-2,3,4,-24,-0.1
CCOc1ccc(CCNC(=O)c2ccc3c(=O)[nH]c4c(C(=O)NC(C)C)sc(=S)n4c3c2)cc1,-9,2,1.6,-0.3,-56,-9,1,-11,10,1.2
O=C(c1ccccc1O)N1N=C(c2ccccc2)CC1(O)C(F)(F)F (stereo not drawn),-9,-2,1.5,1.7,-12,-2,-6,-3,-2,0.9
O=C(NC1CCCCCCC1)C1=COCCO1,-6,6,-0.3,0.1,0,0,-4,3,3,-0.1
CCCC(=O)Nc1cc(OC)c(NC(=S)Nc2ccc(CC)cc2)cc1OC,-5,3,-1.4,-0.6,-2,-2,-11,0,0,-0.9
C[C@]12C=C[C@H](O)CC1=CCC1C2CC[C@@]2(C)C1CCC21OCCO1 (stereo partly drawn),-7,-1,0.0,0.1,15,-2,-1,3,0,-1.2
C[C@H](NC(=O)CC[C@H]1O[C@@H](n2ccc(=O)[nH]c2=O)[C@H](O)[C@@H]1O)C(=O)O,nt,1,1.4,-0.3,12,-6,-11,0,-2,-3.9
CNC(=O)/C(=C\c1ccc([N+](=O)[O-])cc1)NC(C)=O,0,-2,1.5,-0.9,5,-2,3,1,-23,-1.0
Cc1ccc2c(c1)N(CCC(=O)NCCN1CCOCC1)C(=O)CO2,-4,3,-0.4,0.4,-11,-1,5,2,2,1.0
CCOC(=O)/C=C1\CC(C(=O)OCC)Oc2ccccc21 (stereo not drawn),1,-2,0.5,-1.8,4,-7,-11,4,-7,-1.7
Cc1ccccc1NS(=O)(=O)c1ccc(C(=O)N2CCN(c3ccccn3)CC2)cc1,4,-2,-0.4,-0.6,14,-4,4,-1,4,-1.3
Cc1cc2c(ncn2C)c(NS(=O)(=O)c2ccc(Cl)cc2)c1C,-4,-1,-0.3,2.5,-9,-3,-5,1,5,-1.1
Cc1ccc(C(=O)O)cc1-c1ccc(C=C2C(=O)c3ccccc3C2=O)o1,79*,42*,1.2,-0.9,-75,-12,-17,73*,13,13
Fc1ccc(-c2nnn(Cc3ccccc3Cl)n2)cc1,-12,1,-0.8,0.0,0,-2,2,2,5,2.7
CCOC(=O)c1sc(NC(=O)C(CC)Sc2nc3ccccc3[nH]2)nc1C (stereo not drawn),-6,-6,0.6,-0.5,7,0,-2,-6,1,1.1
NNC(=O)C1CC1c1ccccc1 (stereo not drawn),-8,-2,-1.1,-0.4,5,-9,1,1,1,-0.6
CN(C)CCCN(C(=O)COc1ccccc1)c1nc2ccc(F)cc2s1,-5,0,2.1,-0.3,4,-1,4,0,0,-1.0
COCCCNc1nc2c(c(=O)[nH]c(=O)n2C)n1CCCc1ccccc1,-8,-6,-1.1,-0.1,13,-3,-6,4,-2,-0.9
COC(=O)CSc1c(-c2ccccc2)c2cc(Cl)ccc2[nH]c1=O,-6,-5,1.0,-0.1,-4,-1,-2,-1,-1,-0.1
O=C(O)c1ccccc1-c1ccccc1C(=O)Nc1cccc(-c2nc3ccccc3o2)c1,-9,4,0.7,-0.1,-11,-3,-3,-3,14,-1.1
O=C(CSC1c2ccccc2C(=O)N1c1ccccc1)N1CCOCC1 (stereo not drawn),-4,-2,-0.3,-1.3,1,-5,1,3,-1,-2.3
CN(CCC1CCCCO1)C(=O)CCc1nnc(CCc2ccccc2)o1 (stereo not drawn),-2,-3,1.7,-0.2,18,-7,-6,1,7,-0.6
CCc1ccc(OCCCCCn2ccnc2)cc1,-6,1,-0.7,0.4,2,-1,0,4,6,-1.4
N#CC(C#N)=NNc1ccc([N+](=O)[O-])cc1,-6,2,-0.1,0.6,-38,-4,-23,-2,-44,4.7
COc1ccc(N2C(=O)C(F)(F)C2c2cccc(F)c2)cc1 (stereo not drawn),-6,1,-0.4,-1.2,-9,-8,3,13,-3,0.5
Cc1cc(C(=O)N/N=C/c2ccc(-c3cccc([N+](=O)[O-])c3)o2)n[nH]1,-8,-2,0.9,-0.4,-2,-2,-10,13,-16,0.8
COc1ccc2oc3cc(C)[n+]([O-])c(-c4ccc(C)cc4)c3c2c1,3,2,0.6,-1.4,10,-8,-10,5,-1,-1.5
Cc1ccccc1OCc1nnc(SCC(=O)Nc2ccc3nc(SCC(=O)Nc4ccccc4)sc3c2)n1C,-1,0,1.5,-1.0,-31,-7,-13,56*,2,1.0
CCC(C)NC(=O)CS(=O)Cc1nc(-c2ccccc2C)oc1C (stereo not drawn),-5,2,1.8,0.1,-2,-1,-14,3,2,0.5
CC(C)[C@H](NC(=O)NCc1cccs1)C(=O)O,10,0,0.3,0.0,-9,-1,2,2,2,-1.2
O=C(COc1ccccc1O)c1cccs1,3,0,-0.3,-0.7,5,-3,-6,-1,0,-0.9
CCCCN(C)C(=O)CCC(=O)Nc1ccc2nc(N3CCOCC3)cc(C)c2c1,-1,2,0.8,-1.5,1,-14,-6,-7,0,-1.2
CCn1cc(C(=O)OCC(=O)Nc2cccc(C)c2)c(=O)c2ccc(C)nc21,-5,1,0.6,-0.3,-10,-3,0,1,-1,0.8
